Cav3 T inh – inhibitors of human Cav3.2 T-type calcium channel | actives 4% (n = 100,000) | Cav3.2-expressing cells, Fluo-4 calcium fluorescence FDSS; hits give low values | O95180 | B-score at 10 µM | AID 449739;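 active means single-dose well whose peak fluorescence ratio is a statistical outlier from its plate by either plate-standardised score or position-corrected B-score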
* = called active by the depositor.

canonical_smiles,Cav3 T inh
COCCCNC(=O)C(C#N)c1nc2ccccc2nc1N1CCCC1 (stereo not given),-5.6*
COc1ccc(-c2cccc(C3CC=CC4C3C(=O)N(Cc3ccccc3)C4c3cc(C)ccc3F)c2)cc1 (stereo not given),-0.46
COC(=O)NCc1cccc(CNC(=O)OC)c1,1.1
Cc1cccc(Nc2nc(-c3ccc4c(c3)OCCO4)cs2)c1,0.048
Cc1ccc(-c2csc3ncnc(SCC(=O)NCc4ccc5c(c4)OCO5)c23)cc1,-2.4
CC(C(=O)Nc1nc2ccccc2[nH]1)N1C(=O)C2CC=CCC2C1=O (stereo not given),0.24
CCOC(=O)c1[nH]c(C)c(C(=O)N2CCN(c3cccc(Cl)c3)CC2)c1C,-1.2
CC(Sc1nc(N(C)C)nc(N2CCOCC2)n1)C(=O)Nc1ccccc1 (stereo not given),-0.15
COc1cccc(OCCn2cc(C(=O)c3ccco3)c3ccccc32)c1,-1.8
COc1cc(CNn2cnnc2)ccc1OCC(=O)NC(C)(C)C,-1
COc1ccc(C)cc1N(C(=O)CNC(=O)c1ccco1)C(C(=O)NC1CCCC1)c1cccnc1 (stereo not given),0.19
CCOC(=O)c1ccccc1NC(=O)c1cccc(F)c1,-1
COc1ccc(NC(=O)Nc2ccc(C(=O)N3CCOCC3)cc2)cc1,-0.052
O=C1CCCc2ccccc2N1Cc1ccc(Cl)cc1Cl,-3.7
O=C(O)C1CCCN(C(=O)NCc2ccccc2)C1 (stereo not given),-0.06
Cc1cc(C(=O)Nc2cccc(O)c2)c(C)o1,-0.012
COc1ccc(CNC(=O)COc2ccc(S(=O)(=O)NC(C)C)cc2)cc1,-0.59
CCCCC(=O)Nc1ccc(N2CCCC2)cc1,1.8
CC(C)NC(=O)NC(=O)COc1ncnc2sccc12,0.54
Fc1ccc2nc(N3CCCCC3)sc2c1,-0.03

The closing 5 records of the section before come first, to join the parts.
canonical_smiles,Cav3 T inh
Cc1cc(C(=O)Nc2cccc(O)c2)c(C)o1,-0.012
COc1ccc(CNC(=O)COc2ccc(S(=O)(=O)NC(C)C)cc2)cc1,-0.59
CCCCC(=O)Nc1ccc(N2CCCC2)cc1,1.8
CC(C)NC(=O)NC(=O)COc1ncnc2sccc12,0.54
Fc1ccc2nc(N3CCCCC3)sc2c1,-0.03
N#C/C(=C(/O)COC(=O)Cc1c[nH]c2ccccc12)c1nc2ccccc2[nH]1,-7*
CC(=O)Oc1cc2c(cc1Cl)C1(CC(c3ccccc3Cl)O2)CC(C)(C)NC(=S)N1 (stereo not given),-4.1
O=C(NCC1CCCO1)/C(=C\c1ccco1)NC(=O)c1ccccc1 (stereo not given),0.14
COC(=O)c1cc(C)sc1NC(=O)c1cccnc1,-0.95
CCCCn1c(-c2cc(Cl)ccc2OC)n[nH]c1=S,-1.3
Cc1ccc2c(CN3CCN(CCO)CC3)cc(=O)oc2c1C,0.33
Cc1onc(-c2ccccc2)c1-c1nc2ccccc2c(=O)o1,1.4
COc1cc(C(=O)NCc2nnc(SCC(=O)NCc3ccccc3)o2)cc(OC)c1OC,0.88
COc1ccc(CC(=O)NNC(=S)Nc2ccc(Br)cc2)cc1,-2.1
Cc1ccc(NC(=O)C2COc3ccccc3O2)nc1 (stereo not given),0.21
CC(OCc1ccccc1)C(NC(=O)OC(C)(C)C)C(=O)NCC1CCCO1 (stereo not given),-0.82
COC(=O)C1=C(C)N(Cc2ccco2)C(=O)N[C@@H]1c1ccccc1,-0.072
COC(=O)c1ccc(OCC2c3cc(OC)c(OC)cc3CCN2C(=O)c2ccco2)cc1 (stereo not given),-1.7
CCCOC(=O)CSc1nnc(-c2cc(OC)c(OC)c(OC)c2)o1,-0.095
CCOC(=O)/C=C1\SCC(=O)N1CC(=O)NC12CC3CC(CC(C3)C1)C2,0.45
O=C(NC1CCCCC1)C1Cc2ccccc2CN1S(=O)(=O)c1ccc(F)cc1 (stereo not given),-0.21
Cc1ccc(NC(=O)Cc2ncc(C(F)(F)F)cc2Cl)cc1Cl,-4.8*
CCCCCOc1ccc(N2C(=O)C3C4C=CC(C3C2=O)N(C)C4=O)cc1 (stereo not given),0.025
CCOC(=O)c1c(-c2ccccc2)oc2ccc(OC)cc12,0.39
Cc1c(CCC(=O)O)c(=O)n2c([nH]c3ccccc32)c1C#N,0.68
O=C1N=C(N2CCCCC2)SC1=C1CCCC1,0.96
Cc1cc(NS(=O)(=O)c2ccc(CC(C)C)cc2)no1,-0.89
CCOC(=O)c1cc2c(=O)n3cccc(C)c3nc2n(CCCOC)c1=NC(=O)c1cccnc1,1.6
CC(C)c1ccc(S(=O)(=O)c2n[nH]n3c2nc(=O)c2ccccc23)cc1,-2.6
O=C(OCC(=O)N1CCN(C(=O)c2ccco2)CC1)c1sc2cc(F)ccc2c1Cl,0.65
Cc1ccc(S(=O)(=O)Cc2c(C)noc2C)cc1,-0.7
CC(=O)N1CCN(c2ccc(Nc3nc(C)nc4c3oc3ccccc34)cc2)CC1,0.18
O=c1c2ccccc2sn1-c1ccc(S(=O)(=O)N2CCCCC2)cc1,0.18
CCN1CCCC1CNC(=O)c1cc(S(N)(=O)=O)ccc1OC (stereo not given),0.16
CCOc1ccc(CNc2ncnc(N)n2)cc1,0.84
CCCOC(=O)c1ccc(OCC(O)CN2CCN(C(=O)c3ccccc3)CC2)cc1 (stereo not given),0.29
Cc1nnc(Sc2c(N)n(C)c(=O)n(C)c2=O)s1,-0.2
O=C(O)CSCc1nc2ccccc2s1,1.2
Cc1ccccc1CNC(=O)c1ccccc1C,0.56
Cn1c(Cn2cnc3ccccc32)nnc1SCc1ccccc1,0.54
COc1ccc([C@@H]2[C@H]3CN(C(C)=O)CC=C3C(C#N)=C(N)C2(C#N)C#N)c2ccccc12,1.6
CC(C)CC(=O)Nc1cccc2c1C(=O)N(c1ccccc1)C2=O,0.43
COc1ccc(C)cc1S(=O)(=O)N(C)CC(=O)Nc1ccccc1,0.0064
Cc1csc(NC(=O)CSc2nnc(Cc3cccn3C)n2CCc2ccccc2)n1,-8.4*
O=C(c1ccco1)N1CCN(C(=O)C(Sc2ccccc2)c2ccccc2)CC1 (stereo not given),-0.2

(cont.)
compound	Cav3 T inh
COC(=O)CCC(=O)OC1(C)C(=O)C=C2C=C(C3CC3)N(Cc3ccccc3)C=C2C1=O (stereo not given)	1.1
C/C(N)=C(/C#N)C(=O)CSc1nnc(Nc2ccccc2C)s1	-1
Cc1nn(Cc2ccccc2)c(N)c1C#N	0.25
Cc1cnc(C(=O)Nc2ccc(N3CCOCC3)cc2)cn1	0.26
O=C(NCC1CCCO1)Nc1ccc(Cl)cc1 (stereo not given)	1.1
CCc1ccc(N2CC34C=CC(O3)C(C(=O)OC)C4C2=O)cc1 (stereo not given)	0.22
COc1ccc(NC(=O)C2CCC(CNc3c(N4CCC(C)CC4)c(=O)c3=O)CC2)cc1OC (stereo not given)	0.48
COc1ccc(C(=O)Nc2cc([N+](=O)[O-])ccc2N2CCN(C)CC2)cc1	0.61
O=C(NCCCN1CCCC1)c1ccc(CSCc2cccc(Cl)c2)o1	0.059
COc1ccc(S(=O)(=O)N(C)CC(=O)Nc2ccc3c(c2)OCO3)cc1OC	0.73
O=C(NCCN1CCCCC1)/C(=N\O)c1ccccc1	0.0011
CCCCCCc1ccc(OCC(=O)O)cc1OCC(=O)O	0.16
O=C(CSc1nnc(-c2cccnc2)n1Cc1ccco1)c1ccc(Cl)cc1	0.7
CCOC(=O)NC(=O)/C(C#N)=N/Nc1c(F)cccc1F	-1.1
COc1ccc(CCNC(=O)c2nn(C)cc2Cl)cc1	0.027
COc1ccc(-n2nnnc2SCC(=O)c2ccc3c(c2)OCCO3)cc1	0.63
CC1=CC(c2ccccc2)n2nc(N)nc2N1 (stereo not given)	1
CCn1c2ccccc2c2nnc(SCC(=O)Nc3cc(C)on3)nc21	0.39
CCc1c(C)[nH]c2ccc(C)cc2c1=O	0.37
CCOc1ccc(C(=O)CCNC(Cc2cnc[nH]2)C(=O)O)cc1 (stereo not given)	0.28
Cc1ccc(NC(=S)N2CCCC(c3nc4ccc(C)cc4[nH]3)C2)c(C)c1 (stereo not given)	-1
CC(=O)N1CC=CC1(CC(C)C)C(=O)NCc1cc(F)cc(C(F)(F)F)c1 (stereo not given)	0.18
Cc1cc(C)nc(NS(=O)(=O)c2ccc(NC(=O)c3ccco3)cc2)n1	0.052
Cc1cc(C)c2cc(CN(Cc3cccs3)Cc3nnnn3CC3CCCO3)c(=O)[nH]c2c1 (stereo not given)	-2.1
CCOC(=O)C(Cc1c(F)cccc1F)(NC(C)=O)C(=O)OCC	0.8
O=C(c1ccccc1)c1ccc(Oc2ncccn2)cc1	-0.43
Cc1ccc(NC(=O)CSc2nnc(CNC(=O)c3c(F)cccc3Cl)o2)cc1	0.15
Cc1ccccc1CCNC(=O)C1CCN(S(=O)(=O)c2ccc(-n3cnnn3)cc2)CC1	0.35
CSc1nsc(SCC(=O)Nc2c(C)n(C)n(-c3ccccc3)c2=O)n1	-0.025
CC1CN(C(=S)NC(=O)c2ccc([N+](=O)[O-])cc2)CC(C)O1 (stereo not given)	0.043
Cc1nc(N(C)Cc2ccccc2)c2nnn(Cc3ccccc3)c2n1	-1.9
Cc1ccc(NC(=O)CCn2cccc2)cc1	-2.4
CC(C)Cn1c(N)c(C(=O)COC(=O)CC23CC4CC(CC(C4)C2)C3)c(=O)n(C)c1=O	-0.75
CCCn1nc2cc(C(=O)NCCc3ccc(C)cc3)ccc2c1OCC	-0.16
CC1SC(=NC(=O)c2ccco2)NC1=O (stereo not given)	0.28
C=CCNCC#CCOc1ccc(OC)cc1	1.2

Copied from above (5 entries):
compound	Cav3 T inh
CCOC(=O)C(Cc1c(F)cccc1F)(NC(C)=O)C(=O)OCC	0.8
O=C(c1ccccc1)c1ccc(Oc2ncccn2)cc1	-0.43
Cc1ccc(NC(=O)CSc2nnc(CNC(=O)c3c(F)cccc3Cl)o2)cc1	0.15
Cc1ccccc1CCNC(=O)C1CCN(S(=O)(=O)c2ccc(-n3cnnn3)cc2)CC1	0.35
CSc1nsc(SCC(=O)Nc2c(C)n(C)n(-c3ccccc3)c2=O)n1	-0.025

Going on with the list:
compound	Cav3 T inh
O=C(Nc1ccc(S(=O)(=O)N2CCCC2)cc1)c1cccnc1	-1.4
CCN(C(=O)CSc1nnc(-c2ccncc2)n1C)C1CCS(=O)(=O)C1 (stereo not given)	0.38
Cc1cccc(-n2c(=O)c3c(n4cnnc24)-c2ccccc2CC32CCCCC2)c1	0.35
O=C(O)c1ccc(CSc2nnc(SCc3ccccc3)s2)cc1	-6.6*
COc1cccc(-n2c(SCC(=O)NCCC3=CCCCC3)nc3n[nH]c(C)c3c2=N)c1	-1.6
CCOC1CCCCC1NS(=O)(=O)c1ccc(Cl)cc1 (stereo not given)	-0.49
CCCCN(Cc1cc2cc(OC)ccc2[nH]c1=O)C(=O)c1ccco1	0.075
Cc1ccc(C)c(CSc2nnc(-c3ccccn3)n2N)c1	-0.36
CC1CC(Nc2ccccc2)c2ccccc2N1C(=O)c1cccnc1 (stereo not given)	0.2
Cc1cccc(C)c1N1CCN(S(=O)(=O)N2CCOCC2)CC1	-1.1
OC1(c2ccc(F)cc2)CCN(Cc2nnnn2Cc2cccs2)CC1	-0.46
COC(=O)C(NC(C)=O)(Nc1sc2c(c1C(N)=O)CCCC2)C(F)(F)F (stereo not given)	1.8

Part of the list above, with the structure last.
| Cav3 T inh | compound |
| --- | --- |
| 1.8 | CCCCC(=O)Nc1ccc(N2CCCC2)cc1 |
| 0.54 | CC(C)NC(=O)NC(=O)COc1ncnc2sccc12 |

Continuation.
compound	Cav3 T inh
CCC(C)[C@@H](C(=O)Nc1ccc2c(c1)OCO2)N1Cc2ccccc2C1=O (stereo not given in full)	-1.3
Cc1ccc(C(=O)ON=C2CCN(S(=O)(=O)c3ccccc3)CC2)cc1	-2.1
CCCCNC(=O)CN(CCc1ccccc1)S(C)(=O)=O	-5.3*
CCCN(CCC)CCCNC(=O)c1ccc2c(c1)N(CC)C(=O)c1ccccc1S2=O (stereo not given)	0.5
O=S(=O)(Nc1ccc(N2CCOCC2)cc1)c1ccc(Cl)s1	-0.94
Cc1ccc(C(=O)OCC(=O)N2CC(=O)Nc3ccccc32)s1	-0.0062
COc1ccc(-c2c(C3=CCCCC3)oc3ccc(-c4ccc5c(c4)OCO5)cc23)cn1	-0.29
CCOC(=O)N1CCN(c2cc(=O)n(-c3cccc(Br)c3)c(=O)[nH]2)CC1	0.32
Cc1cc(Nc2cccc(F)c2)n2nc(C)nc2n1	-0.076
CCOCCc1nnc(NC(=O)c2cccc(F)c2)s1	-0.3
Cc1cccc(NC(=O)c2ccccc2OCC(=O)c2ccccc2)c1	0.42
Cc1ccc(-c2cc(-c3ccc4c(c3)OCO4)c(C#N)c(N)n2)o1	-0.88
Cn1c(SCC(=O)NCc2ccc3c(c2)OCO3)nnc1C1COc2ccccc2O1 (stereo not given)	0.46
O=C(Nc1cccc(NC(=O)c2ccc(-c3cccc(Br)c3)o2)c1)c1ccco1	-2.9
C=CCSc1nc(C)c2cc(C)cc(C)c2n1	-0.32
O=C(CCCN1C(=O)c2ccccc2C1=O)Nc1ccccc1C(=O)N1CCOCC1	0.46
CN(c1ccccc1C(=O)Nc1cccnc1)S(C)(=O)=O	-0.016
C=CCn1c(SCC(=O)c2c(N)n(C)c(=O)n(C)c2=O)nc2sc(C)c(C)c2c1=O	0.89
COc1cc2nc(C3CCC3)n(NC(=O)C(OC(C)=O)c3ccccc3)c(=O)c2cc1OC (stereo not given)	-0.039
Cc1cc(C)cc(Oc2nc(-c3ccccc3)cc(C)c2S(C)(=O)=O)c1	-2.3
Cc1cc(NS(=O)(=O)N(C)C)ccc1C(C)C	-0.62
Cc1ccc(C(=O)O/N=C2\CCCc3ccccc32)cc1	0.06

Bioassay records: PubChem BioAssay, Vanderbilt High Throughput Screening Facility

Not all compounds are listed; rates above refer to the full screens.
